TRPC4 act: activators of mouse TRPC4 channel | Q9QUQ5 | HEK293 TRPC4beta/mu-opioid, Fluo4 calcium fluorescence; hits give high values | B-score at 10 µM | 310,000 compounds, 0.49% hits | AID 2237;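 active = B-score above 5 SD of library B-scores, and initial fluorescence ratio not above library mean plus 5 SD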;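 note: positive B-score marks a calcium rise read as TRPC4 activation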
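Test system: HEK293 cells stably co-expressing mouse TRPC4beta and mu-opioid receptor | Schedule: Fluo4 dye loading 45 min at room temperature, 110 s recording | Measured by: Kinetic Fluo4 calcium fluorescence, 5 s baseline at 1 Hz | Evaluation: B score of integrated ratio | Controls: Buffer (low) and maximal DAMGO (high)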
KCNK9 block: blocks the human KCNK9 two-pore domain potassium channel; B-score at 10 µM; HEK293 KCNK9, FluxOR thallium flux fluorescence; hits give low values; 310,000 compounds, 1.2% hits; Q9NPC2;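 active = ratio B-score over 3 SD below the library mean, with starting fluorescence within 5 SD of its mean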;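 note: negative B-score means less thallium flux so channel inhibition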
hERG protect: compounds protecting human hERG from proarrhythmic drug block; Q12809; CHO-hERG, FluxOR thallium flux, dofetilide IC70 present; activation (rescue from dofetilide block), less the hit threshold, % at 10 µM; 310,000 compounds, 0.51% hits;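 active = activation above the mean of controls blocked by dofetilide plus 5 SD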;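 note: thallium influx through hERG after potassium depolarization seen as dye fluorescence rise; in these data hits start at about 4.7%; inactives centre near -7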
Target sequence (Q12809 whole entry, looked up): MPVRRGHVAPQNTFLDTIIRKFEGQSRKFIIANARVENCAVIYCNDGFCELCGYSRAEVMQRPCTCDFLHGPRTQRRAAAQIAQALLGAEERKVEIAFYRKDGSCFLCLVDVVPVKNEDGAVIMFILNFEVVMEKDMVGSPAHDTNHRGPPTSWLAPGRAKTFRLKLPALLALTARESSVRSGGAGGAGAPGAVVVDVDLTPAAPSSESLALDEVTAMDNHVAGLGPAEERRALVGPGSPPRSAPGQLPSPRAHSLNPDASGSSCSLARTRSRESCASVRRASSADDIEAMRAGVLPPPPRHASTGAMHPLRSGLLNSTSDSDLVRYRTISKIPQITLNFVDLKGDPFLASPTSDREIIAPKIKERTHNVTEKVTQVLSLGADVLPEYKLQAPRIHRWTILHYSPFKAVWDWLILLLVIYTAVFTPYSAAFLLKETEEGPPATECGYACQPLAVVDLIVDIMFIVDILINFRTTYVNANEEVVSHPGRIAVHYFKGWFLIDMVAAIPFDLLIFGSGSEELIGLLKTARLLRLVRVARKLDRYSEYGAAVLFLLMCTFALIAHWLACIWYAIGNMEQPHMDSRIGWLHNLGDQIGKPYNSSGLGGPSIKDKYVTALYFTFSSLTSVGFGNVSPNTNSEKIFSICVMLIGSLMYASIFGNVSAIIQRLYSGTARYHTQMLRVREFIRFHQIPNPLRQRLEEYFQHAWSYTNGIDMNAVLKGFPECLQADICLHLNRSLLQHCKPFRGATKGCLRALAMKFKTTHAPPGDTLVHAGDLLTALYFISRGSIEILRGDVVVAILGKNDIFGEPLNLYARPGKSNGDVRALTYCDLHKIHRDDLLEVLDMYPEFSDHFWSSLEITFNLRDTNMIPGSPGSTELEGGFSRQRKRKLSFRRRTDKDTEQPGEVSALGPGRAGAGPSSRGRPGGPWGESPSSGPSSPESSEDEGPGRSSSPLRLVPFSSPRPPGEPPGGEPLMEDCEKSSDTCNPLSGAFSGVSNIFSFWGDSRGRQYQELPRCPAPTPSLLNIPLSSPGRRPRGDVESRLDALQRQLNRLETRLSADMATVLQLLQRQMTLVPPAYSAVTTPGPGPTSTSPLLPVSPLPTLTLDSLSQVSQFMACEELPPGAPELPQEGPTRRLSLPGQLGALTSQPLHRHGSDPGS
DYRK1A inh: blocks rat Dyrk1A kinase activity. Q63470. ADP-Glo luminescence, NFATc1 peptide. inhibition, % at 12.5 µM. 310,000 compounds, 0.43% hits. AID 504441; in the data active = inhibition above about 50%;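 note: plate controls were vehicle with enzyme for no effect and no enzyme for full effect; many of its hits are not listed in these tables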
TRPC4 PAM: TRPC4 (mouse) allosteric potentiation; Q9QUQ5; HEK293 TRPC4beta/mu-opioid, DAMGO EC20, Fluo-4 Ca2+ flux; hits give high values; B-score at 10 µM; 310,000 compounds, 0.42% hits; AID 2227;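 active = B-score of calcium response area above 5 SD of library B-scores, with initial fluorescence ratio within 5 SD of library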;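 note: B-score of integrated fluorescence ratio over time as area under calcium response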
KCNK3 inh: human KCNK3 channel inhibition, primary screen. O14649. CHO-KCNK3 thallium flux, FluxOR fluorescence; hits give low values. B-score at 10 µM. 340,000 compounds, 0.84% hits. AID 602410;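 active = B-score under library mean minus 4 SD, starting fluorescence ratio at most library mean plus 5 SD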;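 note: more negative B-score means stronger inhibition of thallium flux through KCNK3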
Platelet DG rel: platelet dense granule release activity. inhibition, %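 (compounds screened at 7.5 µM in platelet-rich plasma)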. AID 1663. 300,000 compounds, 0.22% hits. human platelet-rich plasma, SFLLRN dense granule ATP release, luminescence;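 active = mean replicate score, as percent of positive control, at or above 50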
PolyA inh: inhibitors of polyadenylation in S. cerevisiae; calls only at 12 µM; 300,000 compounds, 0.02% hits; S. cerevisiae SKY197-pL101 polyadenylation reporter, beta-gal luminescence; efflux-impaired pdr1/pdr3 knockout yeast; score 100 = 6 SD above DMSO; AID 1875;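 active = lowest replicate activity score at least 50, where 100 means six control SD above control mean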;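 note: yeast exposed to compound for 9 h at 30 °C; higher score means more reporter readthrough which indicates perturbed polyadenylation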
KCNQ1 block: human KCNQ1 channel inhibition. CHO-K1 KCNQ1, FluxOR thallium flux fluorescence; hits give high values. 310,000 compounds, 1.3% hits. AID 2642. B-score at 10 µM;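 active = compounds whose thallium flux B-score, printed positive for inhibition, exceeds three library SD while starting fluorescence stays within three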;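 note: channel opened by potassium depolarization with thallium stimulus after 20 min compound exposure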
TRPC4 block: inhibitors of mouse TRPC4 channel. 300,000 compounds, 0.39% hits. B-score at 10 µM. Q9QUQ5. HEK293 TRPC4beta/mu-opioid, DAMGO-evoked Fluo4 calcium flux; hits give low values. AID 2247;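 active = B-score over 3 SD under the library average, no early fluorescence shift, positive overall ratio signal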
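Material: HEK293 cells with stable TRPC4beta plus mu-opioid receptor expression / Probe or stimulus: DAMGO in two steps, submaximal then maximal / Compound: single concentration per test compound / Technique: kinetic Fluo4 fluorescence imaging of calcium influx / Read-out: per-well B score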
KCNQ1 act: potentiators or activators of human KCNQ1 potassium channel; CHO-K1 KCNQ1, thallium flux FluxOR fluorescence; hits give high values; B-score at 10 µM; 310,000 compounds, 0.35% hits;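 active = fluorescence ratio B-score, a plate-corrected score, at least three library SD, with initial intensity B-score within 5 SD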
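assay system = KCNQ1-transfected CHO-K1 cells | medium = assay buffer with matched DMSO | probe or stimulus = depolarizing K+/Tl+ stimulus, K2SO4 and Tl2SO4 each 12.5 mM in 5x stock | dosing = single dose | incubation = dye 90 min, compound 20 min, room temperature | detection = kinetic FluxOR fluorescence, 10 s baseline plus 110 s post-stimulus | evaluation = ratio B score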
Numbers without * were called inactive.

Screening Nc1c(C(=O)Nc2ccc(Br)cc2)sc2nc(-c3ccco3)ccc12 returned TRPC4 act inactive, KCNK9 block inactive, hERG protect -13, DYRK1A inh 0, TRPC4 PAM inactive, KCNK3 inh inactive, Platelet DG rel -1, PolyA inh inactive, KCNQ1 block inactive, TRPC4 block inactive and KCNQ1 act inactive.
O=C(Cn1c(=O)oc2ccccc21)NCCc1ccccc1Cl was read as TRPC4 act inactive, KCNK9 block inactive, hERG protect -9, TRPC4 PAM inactive, KCNK3 inh inactive, Platelet DG rel 3, PolyA inh inactive, KCNQ1 block inactive, TRPC4 block inactive and KCNQ1 act inactive.
Cc1cc(C)cc(NC(=S)N2CCN(S(C)(=O)=O)CC2)c1 was read as TRPC4 act inactive, KCNK9 block inactive, hERG protect -12, DYRK1A inh 1, TRPC4 PAM inactive, KCNK3 inh inactive, Platelet DG rel 4, PolyA inh inactive, KCNQ1 block inactive, TRPC4 block inactive and KCNQ1 act inactive.
Screening O=C(NN=C1CCN(Cc2ccccc2)CC1)c1cc2ccccc2cc1O returned TRPC4 act inactive, KCNK9 block inactive, hERG protect -20, DYRK1A inh -5, TRPC4 PAM inactive, KCNK3 inh inactive, Platelet DG rel 17, PolyA inh inactive, KCNQ1 block inactive, TRPC4 block inactive and KCNQ1 act inactive.
COc1ccc(C2(C)NC(=O)N(CC(=O)Nc3c(C)n(C)n(-c4ccccc4)c3=O)C2=O)cc1 (configuration not stated) was read as TRPC4 act inactive, KCNK9 block inactive, hERG protect -15, DYRK1A inh 3, TRPC4 PAM inactive, KCNK3 inh inactive, Platelet DG rel -4, PolyA inh inactive, KCNQ1 block inactive, TRPC4 block inactive and KCNQ1 act inactive.
Screening O=S(=O)(NCCN1CCOCC1)c1ccc(Oc2ccccc2Cl)cc1 returned TRPC4 act inactive, KCNK9 block inactive, hERG protect -11, DYRK1A inh 0, TRPC4 PAM inactive, KCNK3 inh inactive, Platelet DG rel -6, PolyA inh inactive, KCNQ1 block inactive, TRPC4 block inactive and KCNQ1 act inactive.
`O=C(N/N=C/c1ccc2c(c1)OCO2)c1ccc(COc2cccc3cccnc23)cc1` gave TRPC4 act inactive, KCNK9 block inactive, hERG protect -20, DYRK1A inh -1, TRPC4 PAM inactive, KCNK3 inh inactive, Platelet DG rel 13, PolyA inh inactive, KCNQ1 block inactive, TRPC4 block inactive and KCNQ1 act inactive.
Screening COc1ccc(OCCOCCN2CCN(C)CC2)cc1 returned TRPC4 act inactive, KCNK9 block inactive, hERG protect -2, DYRK1A inh 3, TRPC4 PAM inactive, KCNK3 inh inactive, Platelet DG rel 0, PolyA inh inactive, KCNQ1 block inactive, TRPC4 block inactive and KCNQ1 act inactive.
Screening CSCC[C@H](NC(=O)N1CCn2c1nc1ccccc12)C(=O)NCc1ccccc1 returned TRPC4 act inactive, KCNK9 block inactive, hERG protect -6, DYRK1A inh 6, TRPC4 PAM inactive, KCNK3 inh inactive, Platelet DG rel 8, PolyA inh inactive, KCNQ1 block inactive, TRPC4 block inactive and KCNQ1 act inactive.
For O=C(CN(Cc1ccccc1)C(=O)c1cc2c(s1)CCC2)NCc1cccs1 the results were TRPC4 act inactive, KCNK9 block inactive, hERG protect -17, DYRK1A inh 1, TRPC4 PAM inactive, KCNK3 inh inactive, Platelet DG rel 9, PolyA inh inactive, KCNQ1 block inactive, TRPC4 block inactive and KCNQ1 act inactive.
`O=C(NCCc1ccccc1)c1ccc2c(c1)OCO2` gave TRPC4 act inactive, KCNK9 block inactive, hERG protect -3, DYRK1A inh 1, TRPC4 PAM inactive, KCNK3 inh inactive, Platelet DG rel 3, PolyA inh inactive, KCNQ1 block inactive, TRPC4 block inactive and KCNQ1 act inactive.
`COc1ccc(NC(=O)CSc2nc(N)c(NC(=O)c3cccs3)c(=O)[nH]2)cc1` gave TRPC4 act inactive, KCNK9 block inactive, hERG protect -8, DYRK1A inh -1, TRPC4 PAM inactive, KCNK3 inh inactive, Platelet DG rel -7, PolyA inh inactive, KCNQ1 block inactive, TRPC4 block inactive and KCNQ1 act inactive.
`OCCC1CN(Cc2ccc3cccc(F)c3n2)CCN1Cc1ccccc1` (configuration not stated) gave TRPC4 act inactive, KCNK9 block inactive, hERG protect -4, DYRK1A inh 10, TRPC4 PAM inactive, KCNK3 inh inactive, Platelet DG rel 6, PolyA inh inactive, KCNQ1 block inactive, TRPC4 block inactive and KCNQ1 act inactive.
Cc1ccc(-c2csc3nc4ccc(C(=O)NCCO)cc4c(=O)n23)cc1 was read as TRPC4 act inactive, KCNK9 block inactive, hERG protect -10, DYRK1A inh -6, TRPC4 PAM inactive, KCNK3 inh inactive, Platelet DG rel -3, PolyA inh inactive, KCNQ1 block inactive, TRPC4 block inactive and KCNQ1 act inactive.
`CC(=O)Nc1cccc(NC(=O)CCn2c(=O)sc3ccccc32)c1` gave TRPC4 act inactive, KCNK9 block inactive, hERG protect -25, DYRK1A inh 6, TRPC4 PAM inactive, KCNK3 inh inactive, Platelet DG rel 0, PolyA inh inactive, KCNQ1 block inactive, TRPC4 block inactive and KCNQ1 act inactive.
`Cc1ccc(S(=O)(=O)N2CCC(C(=O)N3CCC(C(=O)NCC4CCCO4)CC3)CC2)cc1` (configuration not stated) gave TRPC4 act inactive, KCNK9 block inactive, hERG protect -7, TRPC4 PAM inactive, KCNK3 inh inactive, Platelet DG rel -4, PolyA inh inactive, KCNQ1 block inactive, TRPC4 block inactive and KCNQ1 act inactive.
For CCc1ccc(CCC(=O)Nc2nc(CC(C)=O)ns2)o1 the results were TRPC4 act inactive, KCNK9 block inactive, hERG protect -21, DYRK1A inh -5, TRPC4 PAM inactive, KCNK3 inh inactive, Platelet DG rel 1, PolyA inh inactive, KCNQ1 block inactive, TRPC4 block inactive and KCNQ1 act inactive.
Screening Cc1ccc(-c2nnc(COC(=O)c3cc(=O)[nH]c4ccccc34)o2)cc1 returned TRPC4 act inactive, KCNK9 block inactive, hERG protect -6, TRPC4 PAM inactive, KCNK3 inh inactive, Platelet DG rel 19, PolyA inh inactive, KCNQ1 block inactive, TRPC4 block inactive and KCNQ1 act inactive.
`CC1(C)C=Cc2c(c3c(c4c(=O)c(-c5ccc(O)cc5)coc24)OC(C)(C)CC3)O1` gave TRPC4 act inactive, KCNK9 block -10*, hERG protect -7, DYRK1A inh 1, TRPC4 PAM inactive, KCNK3 inh inactive, Platelet DG rel -3, PolyA inh inactive, KCNQ1 block inactive, TRPC4 block inactive and KCNQ1 act inactive.
CN(CC(=O)NNC(=O)CCNS(=O)(=O)c1ccccc1)S(=O)(=O)c1ccc(Cl)cc1 was read as TRPC4 act inactive, KCNK9 block inactive, hERG protect -8, DYRK1A inh 1, TRPC4 PAM inactive, KCNK3 inh inactive, Platelet DG rel -3, PolyA inh inactive, KCNQ1 block inactive, TRPC4 block inactive and KCNQ1 act inactive.
Screening CCOCCCNC(=O)C(NC(=O)c1ccc(NC(C)=O)cc1)c1ccc(C)cc1 (configuration not stated) returned TRPC4 act inactive, KCNK9 block inactive, hERG protect -8, DYRK1A inh -2, TRPC4 PAM inactive, KCNK3 inh inactive, Platelet DG rel -12, PolyA inh inactive, KCNQ1 block inactive, TRPC4 block inactive and KCNQ1 act inactive.
Screening COc1ccc(CNC(=O)C(C)Cc2ccccc2)cc1O (configuration not stated) returned TRPC4 act inactive, KCNK9 block inactive, hERG protect -7, DYRK1A inh 12, TRPC4 PAM inactive, KCNK3 inh inactive, Platelet DG rel -15, PolyA inh inactive, KCNQ1 block inactive, TRPC4 block inactive and KCNQ1 act inactive.
For CCN(CC(=O)Nc1c(F)cccc1F)C(=O)c1ccc(S(=O)(=O)N2CCCCC2)cc1 the results were TRPC4 act inactive, KCNK9 block inactive, hERG protect -12, DYRK1A inh 5, TRPC4 PAM inactive, KCNK3 inh inactive, Platelet DG rel 1, PolyA inh inactive, KCNQ1 block inactive, TRPC4 block inactive and KCNQ1 act inactive.
CCOc1ccc(CNC2CCCCCCC2)cc1OC was read as TRPC4 act inactive, KCNK9 block inactive, hERG protect -9, DYRK1A inh -2, TRPC4 PAM inactive, KCNK3 inh inactive, Platelet DG rel 2, PolyA inh inactive, KCNQ1 block inactive, TRPC4 block inactive and KCNQ1 act inactive.
For O=C(NCCSc1c[nH]c2ccccc12)c1ccc(Br)o1 the results were TRPC4 act inactive, KCNK9 block -7.9*, hERG protect -9, DYRK1A inh 0, TRPC4 PAM inactive, KCNK3 inh -11*, Platelet DG rel 8, PolyA inh inactive, KCNQ1 block inactive, TRPC4 block inactive and KCNQ1 act inactive.
Screening Cc1c(C(C)(C(=O)O)c2c(C)n(C)c3ccccc23)c2ccccc2n1C returned TRPC4 act inactive, KCNK9 block inactive, hERG protect -6, TRPC4 PAM inactive, Platelet DG rel -2, PolyA inh inactive, KCNQ1 block inactive, TRPC4 block inactive and KCNQ1 act inactive.
`COc1ccc(/C(O)=C(\C#N)c2nc3ccccc3n2C)cc1OC` gave TRPC4 act inactive, KCNK9 block inactive, hERG protect -9, DYRK1A inh 1, TRPC4 PAM inactive, KCNK3 inh inactive, Platelet DG rel -13, PolyA inh inactive, KCNQ1 block inactive, TRPC4 block inactive and KCNQ1 act inactive.
`COC(=O)C(CC(=O)c1ccc(C)cc1)n1cccn1` (configuration not stated) gave TRPC4 act inactive, KCNK9 block inactive, hERG protect -7, DYRK1A inh 7, TRPC4 PAM inactive, KCNK3 inh inactive, Platelet DG rel -2, PolyA inh inactive, KCNQ1 block inactive, TRPC4 block inactive and KCNQ1 act inactive.

Structures above containing bromine (2):
Screening Nc1c(C(=O)Nc2ccc(Br)cc2)sc2nc(-c3ccco3)ccc12 returned TRPC4 act inactive, KCNK9 block inactive, hERG protect -13, DYRK1A inh 0, TRPC4 PAM inactive, KCNK3 inh inactive, Platelet DG rel -1, PolyA inh inactive, KCNQ1 block inactive, TRPC4 block inactive and KCNQ1 act inactive.
For O=C(NCCSc1c[nH]c2ccccc12)c1ccc(Br)o1 the results were TRPC4 act inactive, KCNK9 block -7.9*, hERG protect -9, DYRK1A inh 0, TRPC4 PAM inactive, KCNK3 inh -11*, Platelet DG rel 8, PolyA inh inactive, KCNQ1 block inactive, TRPC4 block inactive and KCNQ1 act inactive.

Source: PubChem BioAssay (several laboratories)

These rows are one share of the data (hit frequency here may not be typical).
